# Hsp70 activator = transcriptional activators of Hsp70; HeLa Hsp70 promoter luciferase reporter, luminescence; scaled: vehicle 0, proteasome-inhibitor control 100%; activation, % at 10 µM; 0.04% of 200,000 active; AID 1203;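 active = activation above the mean across all tested compounds plus 3 SD, cutoff set per campaign, cut at about 5.5% in these data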;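 also: 100% = MG132 at 30 µM as the positive control and 0% = DMSO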
# FLuc inhib CS = Photinus pyralis luciferase inhibition counter-screen | P08659 | ATPLite firefly luciferase biochemical luminescence, 10 min | inhibition, % at 10 µM | 1.5% of 200,000 active;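 active = inhibition above about 50% when tested at 10 µM, limit read from the data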
# Target sequence (P08659 whole entry, looked up): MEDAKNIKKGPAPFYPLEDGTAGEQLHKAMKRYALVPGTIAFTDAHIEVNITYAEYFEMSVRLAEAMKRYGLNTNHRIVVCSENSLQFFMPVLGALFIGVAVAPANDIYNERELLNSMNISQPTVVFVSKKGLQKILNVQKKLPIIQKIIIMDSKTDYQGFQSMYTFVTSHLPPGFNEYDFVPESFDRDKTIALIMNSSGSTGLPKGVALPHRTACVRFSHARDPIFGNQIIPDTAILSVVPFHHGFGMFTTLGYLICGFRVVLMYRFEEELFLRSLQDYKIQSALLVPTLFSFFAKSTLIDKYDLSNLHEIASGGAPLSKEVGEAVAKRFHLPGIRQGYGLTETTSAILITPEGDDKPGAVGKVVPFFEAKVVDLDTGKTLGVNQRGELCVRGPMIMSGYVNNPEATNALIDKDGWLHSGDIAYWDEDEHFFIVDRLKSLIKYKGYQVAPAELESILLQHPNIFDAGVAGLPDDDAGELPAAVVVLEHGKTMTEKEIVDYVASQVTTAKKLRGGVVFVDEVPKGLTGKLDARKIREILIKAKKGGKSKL
# NF-kB neuron act = raises NF-kB expression in human neuronal cells. NF-kB reporter expression; hits give high values. fold change at 12.5 µM. 1.6% of 190,000 active. AID 1239; in the data active = fold change above about 3.3
# G6PDH counter = counter-screen for G6PDH assay hits: L. mesenteroides G6PDH inhibition | Purified L. mesenteroides G6PDH, diaphorase/resazurin coupled fluorescence, 45 min | inhibition, % at 5 µM | 0.12% of 200,000 active | AID 1020; in the data active = inhibition above about 50%
# Redox H2O2 prof = compounds producing H2O2 with reducing agent – biochemical, NIH compound library profiling, artefact control for MLSCN library redox annotation, primary screen | DTT-dependent redox cycling H2O2, phenol red/HRP absorbance; 100% = 100 µM peroxide control, 0% = buffer | activation, % at 10 µM | 0.03% of 200,000 active | AID 878;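 active = activation of at least 50% relative to the plate's high and low controls in the primary single-dose screen; inactive = activation below 50%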;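 also: compound incubated with DTT at 0.8 mM final as the reducing agent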
# STAT1 act = STAT1 signaling activation | 2.6% of 200,000 active | NIH 3T3 STAT1-luciferase reporter, IFN-gamma, luminescence; 100% = IFN-gamma alone, no compound | activation (% of control), % at 5.5 µM;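 active = activation above the screen-wide mean activation plus 3 SD, cut at about 130% in these data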;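 also: raw ratio to IFN-gamma control signal so 100% means no change and 0% no light; values of inactives mirror those of a sister screen read the other way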
# Efa HMGR inh = blocks class II HMG-CoA reductase of Enterococcus faecalis; purified E. faecalis HMGR, NADPH absorbance 340 nm kinetic; AID 1066; inhibition, % at 10 µM; 0.41% of 190,000 active;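 active = inhibition above a set limit, the median over all tested compounds plus 3 SD, cut at about 9.5% in these data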;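 also: enzyme runs in reverse so mevalonate oxidation gives rising NADPH absorbance; 0% = complete reaction with DMSO and 100% = background rate lacking mevalonate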
# APP 5'UTR act = APP 5'UTR luciferase reporter activation; SH-SY5Y APP 5'UTR luciferase reporter, luminescence; zero percent = DMSO vehicle wells; activation, % at 2 µM; 1% of 190,000 active; AID 1276;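 active = activation above a set limit, based on mean plus 3 SD of controls, cut at about 140% in these data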; also: values of inactives mirror those of a sister screen read the other way
# FLuc stim CS = affects firefly luciferase, flagging false hits in luciferase stimulation screens; P08659; ATPlite luciferase biochemical, luminescence, 10 min; 0 = ATP-free wells, 1 = DMSO control; activation factor at 10 µM; 200,000 tested, under 10 active; AID 1027;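 active = luciferase activation factor, scaled between plate controls, of at least 2 with compound at 10 µM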
#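 System: luciferase plus luciferin reagent, cell-free; medium: PBS as buffer for the ATP substrate; dosing: test compounds dosed from 2 mM stocks in 100% DMSO; timing: 10 min post-reagent at room temperature; measured by: luminescence measurement of luciferase light output; evaluation: luciferase activation, seen as luminescence increase over controls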
# APP 5UTR inh = APP translation inhibition; inhibition, % at 2 µM; SH-SY5Y APP 5'UTR-luciferase reporter, luminescence; 0.82% of 190,000 active;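 active = inhibition above a set limit, derived from the sample mean plus 3 SD, cut at about 45% in these data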; also: values of inactives mirror those of a sister screen read the other way
# The depositor's hits bear a star; . = no result given.
SMILES,Hsp70 activator,FLuc inhib CS,NF-kB neuron act,G6PDH counter,Redox H2O2 prof,STAT1 act,Efa HMGR inh,APP 5'UTR act,FLuc stim CS,APP 5UTR inh
O=C(NNc1cc(N2CCOCC2)nc(N2CCOCC2)n1)C12CC3CC(CC(C3)C1)C2,-0.2,-4,1.2,5,-0.5,95,-2,-1,1,1
O=C(CCC(=O)N(CC(=O)NC1CCCCC1)c1ccc2c(c1)OCCO2)Nc1ccccn1,-0.2,0,1,2,8.6,96,-5,3,1,-3
N#Cc1cc(Oc2ccc(Cl)cc2)c(N2CCOCC2)cc1C#N,0.0,.,.,.,2.3,96,-5,7,.,-7
O=C(NC1CC1)C1=C[C@H](c2ccccc2)C[C@H](OCc2ccc(CO)cc2)O1,0.4,-3,1.2,8,0.5,91,2,5,1,-5
N/C(=N\OC(=O)Oc1ccccc1)c1ccc(Cl)cc1,-0.3,-4,1.3,3,0.1,91,-7,.,1,.
O=C(c1cc(-c2ccccc2O)on1)N1CCCC1,0.1,24,2,2,-0.2,108,-2,102,0.8,-102
Cc1cc([N+](=O)[O-])cnc1NC(C)c1ccccc1 (centres undefined),-0.3,3,1,12,-6.6,99,-4,7,1,-7
O=C(c1ccc2c(c1)OCCO2)N1CCN(Cc2ccccc2)CC1,-0.2,-3,2.1,3,0.9,96,-5,0,1,0
CC(C)C(=O)NC(Nc1ccccc1F)C(Cl)(Cl)Cl (centres undefined),-0.5,-8,0.98,9,-1.4,101,0,1,1.1,-1
NS(=O)(=O)c1cccc(NS(=O)(=O)c2ccc(/C=C/C(=O)OCC(=O)c3ccccc3)cc2)c1,-0.4,-8,1.1,0,-2.0,96,5,67,1.1,-67
COc1ccc(N2CCN(C(=O)c3c(-c4ccccc4)noc3C)CC2)cc1,-0.2,-5,1.1,-1,-0.5,94,-5,-7,1,7
CN(C)CCN(C(=O)c1ccc(N2C(=O)CCC2=O)cc1)c1nc2cc3c(cc2s1)OCCO3,-0.3,3,2,4,-0.2,109,2,20,1,-20
COc1ccc(C2OCC3(CO2)SC(=O)NC3=O)cc1OC (centres undefined),-0.2,-5,1,2,-0.2,98,3,0,1,0
CC(C)[C@H](NC(=O)C1CCCC1)c1nc2ccccc2[nH]1,-0.1,-6,1.1,0,0.5,102,-14,2,1.1,-2
Cc1cc(C)n(Cc2ccc(NC(=O)c3c([N+](=O)[O-])c(C)nn3C)cc2)n1,-0.1,-5,1,6,0.8,99,-1,-6,1.1,6
C#CCOc1c(Cl)cc(/C=N/NC(N)=S)cc1OCC,0.3,-8,1.1,4,-0.2,111,-2,15,1.1,-15
CC(NCc1ccco1)C(=O)N1CCc2ccccc2C1 (centres undefined),0.1,-10,1.2,-8,2.7,102,-3,11,1.1,-11
COC(=O)C1=C(C)NC(=O)C1(Nc1ccc(Cl)cn1)C(F)(F)F (centres undefined),-0.2,-6,0.87,2,1.1,103,-1,22,1.1,-22
CCOC(=O)c1nnn(-c2nonc2N)c1CSc1ccc(C)cc1,-0.1,-7,1,-12,0.5,94,-4,-3,1.1,3
S=c1[nH]c(-c2ccccc2)cs1,-0.2,2,1.5,-1,0.7,108,2,20,1,-20
CCCC[N+](C)(C)CCC(=O)NC(C)(C)CS(=O)(=O)[O-],-0.4,0,1,8,-0.1,94,5,-2,1,2
Cc1cccc(OCc2nnc(SCC(=O)O)n2Cc2ccccc2)c1,-0.4,-1,1,6,-0.3,101,-5,12,1,-12
Cc1cc(C(=O)OCC(=O)N2C(C)CCCC2C)c(C)o1 (centres undefined),-0.1,.,1.5,.,1.3,101,2,7,.,-7
Cc1nnsc1Sc1ccccn1,-0.2,0,1.1,4,-0.3,102,-7,9,1,-9
CSc1ncc(Cl)c(C(=O)Nc2cccc3ccccc23)n1,-0.2,-1,0.93,-7,0.1,98,2,8,1,-8
O=C(NCc1cccc(Cl)c1)c1cnn2c1NC(c1ccco1)CC2C(F)(F)F (centres undefined),-0.5,-2,0.6,1,0.4,95,-1,-6,1,6
Cc1ccc(N2NC(=O)/C(=C/c3ccc(-c4ccc(Cl)c(C(=O)O)c4)o3)C2=O)cc1,-0.1,9,1.2,8,-0.3,102,0,8,0.9,-8
COc1ccc(CN2CCN(c3ccc(F)cc3)CC2)c(OC)c1OC,-0.2,-1,1,10,0.0,101,0,3,1,-3
COC(=O)COc1ccc(S(=O)(=O)Nc2ccccc2SC)cc1,-0.2,-6,1.2,-3,1.6,102,5,.,1.1,42
CCN1C(=O)/C(=C\c2nc3ccccc3c(=O)n2CC)c2ccccc21,-0.3,-5,0.98,4,-2.4,101,-4,-8,1.1,8
Cn1c(CSc2nc3ccccc3s2)nnc1SCC(=O)NCCCN1CCOCC1,0.0,-9,1.2,4,0.3,100,-8,10,1.1,-10
Cc1cccc(N/C=C(\[N+](=O)[O-])S(=O)(=O)c2ccccc2)c1,-0.5,-8,1.5,1,13,96,-9,3,1.1,-3
Cc1ccccc1S(=O)(=O)Nc1nc2ccccc2nc1Cl,-0.2,2,0.98,-3,0.0,105,5,15,1,-15
CCOC(=O)C1=C(C)N=c2s/c(=C\c3cccn3C)c(=O)n2C1c1cccc(OC)c1OC (centres undefined),-0.4,-6,0.55,-32,0.4,106,-3,9,1.1,-9
Cc1ccc2occ(-c3nn[nH]n3)c(=O)c2c1,0.2,-5,1.3,0,-0.9,87,-1,1,1.1,-1
COCCNc1c(-c2ccc(O)cc2)nc2ccc(Cl)cn12,0.1,6,2.6,5,-0.3,102,-7,26,0.9,-26
CC(=O)Nc1ccc2nc(-c3cccs3)[nH]c2c1,-0.1,52*,1.9,0,-0.8,124,-10,69,0.5,-69
COC(=O)Cc1ccc(NC(=S)NCc2ccc(Cl)cc2)cc1,-0.3,-1,1,-8,-0.2,101,2,7,1,-7
COc1ccc(Nc2nc(NCc3ccco3)nc(N/N=C/c3ccc(O)cc3)n2)cc1,0.0,14,0.39,22,0.1,97,-8,5,0.9,-5
CCN1C(=C2C(=O)c3ccccc3C2=O)C=Cc2ccccc21,-0.3,5,1.1,4,0.2,111,-5,-7,0.9,7
COCC(=O)NC1(c2nnnn2CCOC(=O)Nc2ccc(Cl)cc2)CCCCC1,0.1,-1,0.99,4,-0.7,96,-5,0,1,0
S=C(NCC1CCCCC1)Nc1cccnc1,-0.5,-4,1.1,1,-0.3,102,-1,6,1,-6
Cc1ccc(C)c(N(CC(=O)N(C)C)S(C)(=O)=O)c1,0.2,2,0.98,-2,0.1,94,1,.,1,-2
CC(C)Cn1c2c(c(=O)[nH]c1=O)C(C(F)(F)F)(C(F)(F)F)N=C(CCC1CCCCC1)N2,-0.3,-8,0.9,-2,-0.3,99,2,-18,1.1,18
COc1nc(NCc2cccnc2)nc(OC)n1,0.1,1,1,20,-0.1,100,0,26,1,-26
CCn1c(SCC(=O)NCC2CCCO2)nnc1-c1ccc(Cl)cc1 (centres undefined),-0.1,-5,0.96,2,0.3,106,-1,0,1.1,0
CC(Sc1nnc(N)s1)C(=O)Nc1ccc(N2CCOCC2)cc1 (centres undefined),-0.4,-7,1.1,6,1.7,99,1,9,1.1,-9
COc1cccc(C2CC(c3ccc(Cl)cc3)n3nc(N)nc3N2)c1 (centres undefined),-0.1,-2,0.89,14,-0.4,93,-8,-38,1,38

# Profiles from above:
# Cc1ccc2occ(-c3nn[nH]n3)c(=O)c2c1 across the screens: Hsp70 activator: 0.2; FLuc inhib CS: -5; NF-kB neuron act: 1.3; G6PDH counter: 0; Redox H2O2 prof: -0.9; STAT1 act: 87; Efa HMGR inh: -1; APP 5'UTR act: 1; FLuc stim CS: 1.1; APP 5UTR inh: -1
# CSc1ncc(Cl)c(C(=O)Nc2cccc3ccccc23)n1 across the screens: Hsp70 activator: -0.2; FLuc inhib CS: -1; NF-kB neuron act: 0.93; G6PDH counter: -7; Redox H2O2 prof: 0.1; STAT1 act: 98; Efa HMGR inh: 2; APP 5'UTR act: 8; FLuc stim CS: 1; APP 5UTR inh: -8
# CC(C)Cn1c2c(c(=O)[nH]c1=O)C(C(F)(F)F)(C(F)(F)F)N=C(CCC1CCCCC1)N2 across the screens: Hsp70 activator: -0.3; FLuc inhib CS: -8; NF-kB neuron act: 0.9; G6PDH counter: -2; Redox H2O2 prof: -0.3; STAT1 act: 99; Efa HMGR inh: 2; APP 5'UTR act: -18; FLuc stim CS: 1.1; APP 5UTR inh: 18

# Continued.
SMILES,Hsp70 activator,FLuc inhib CS,NF-kB neuron act,G6PDH counter,Redox H2O2 prof,STAT1 act,Efa HMGR inh,APP 5'UTR act,FLuc stim CS,APP 5UTR inh
Cc1n[nH]c(C)c1S(=O)(=O)N1CCOCC1,-0.1,0,1,3,-0.7,91,-2,-7,1,7
COC(=O)c1ccc2c(=O)sc(N3CCC(C(N)=O)CC3)nc2c1,-0.1,-9,1.1,-26,2.4,99,-5,5,1.1,-5
C/C(CCc1ccccc1)=N\NC(=O)c1ccccc1[N+](=O)[O-],0.0,-8,1.1,1,-0.3,112,-1,11,1.1,-11
C=CCn1c(O)c(N=NC(=S)Nc2ccccc2C)c2cc(S(=O)(=O)N3CCOCC3)ccc21,-0.3,-6,0.8,2,1.4,95,-6,-34,1.1,34
COc1ccc(NCc2nc3ccccc3n2CCOc2ccccc2)cc1,0.2,-2,1.2,-20,-4.9,116,-2,57,1,-57
Cc1c(-c2ccnc3cc(C(=O)O)nn23)cnn1C,-0.2,-7,1.2,11,-0.8,103,-11,-21,1.1,21
OCc1cc(-c2ccc(Cl)c(Cl)c2)on1,-0.1,-4,1.5,8,-0.4,101,-4,3,1,-3
O=C1CN(O)C=C2N=c3ccccc3=C2N1c1ccc([N+](=O)[O-])cc1,0.1,-7,1.3,-1,0.2,102,-9,-8,1.1,8
O=C(NCCCn1ccnc1)/C(=C/c1cccs1)NC(=O)c1ccco1,-0.3,-6,1.4,5,-0.2,97,-5,-29,1.1,29
CCN(CC)C(=O)C1=C(C)NC(=S)NC1c1ccc(C)s1 (centres undefined),-0.4,-6,1.1,3,0.2,91,2,3,1.1,-3
C/C(=N\NC(=O)c1nc2ccccn2c1C)c1ccco1,0.1,12,0.97,0,-2.3,136*,0,-3,0.9,3
O=C(Nc1ccc(N2CCOCC2)cc1)c1cnsn1,-0.4,90*,0.58,-1,-2.1,60,1,24,0.1,-24
Cc1cc(C)nc(NC(=O)c2ccc(Cl)cc2Cl)n1,-0.1,0,1.6,8,-0.3,95,0,-32,1,32
COCCCNC(=S)Nc1ccc(OC(F)F)cc1C,-0.1,-5,1.1,1,0.7,98,1,10,1,-10
CC1=NN(c2nc(-c3ccc(C)cc3)cs2)C(=O)C1N=Nc1cccc(O)c1 (centres undefined),0.0,0,0.57,5,-1.6,92,-1,-5,1,5
COc1ccc(Cl)cc1NC(=S)NCCN1CCOCC1,-0.5,-5,1.3,5,-0.2,103,-5,-12,1.1,12
O=c1cc(-c2ccc(O)c(-c3c(O)cc(O)c4c(=O)cc(-c5ccc(O)cc5)oc34)c2)oc2cc(O)cc(O)c12,-0.2,-8,0.99,18,0.5,97,1,-15,1.1,15
COc1cc(NC(=O)COc2ccc(Cl)cc2)ccc1-c1cc2ccccc2oc1=O,-0.2,-4,1.1,-20,0.3,107,-5,7,1,-7
CCOC(=O)CSc1[nH]c(=O)cc(C)c1C#N,-0.1,-8,1.4,9,0.3,98,-3,-4,1.1,4
COC(=O)Cc1ccc(NC(=S)NCc2ccccc2)cc1,-0.4,2,1.1,12,0.6,102,-6,-13,1,13
CCOC(=O)Cn1nc(C)cc1NC(=O)c1ccncc1,0.0,0,0.99,-6,-0.5,101,3,-11,1,11
